NCF1 inh: p47phox (human) inhibition; AID 1274; p47phox/p22phox peptide binding, fluorescence polarization, 2 h; P14598; inhibition, % at 24.7 µM; hit rate 0.53% among 220,000;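 active means inhibition above about 30%, limit read from the data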;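 further: 0% = p47phox with labelled peptide and 100% = labelled peptide alone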
Target sequence (P14598 whole entry, looked up): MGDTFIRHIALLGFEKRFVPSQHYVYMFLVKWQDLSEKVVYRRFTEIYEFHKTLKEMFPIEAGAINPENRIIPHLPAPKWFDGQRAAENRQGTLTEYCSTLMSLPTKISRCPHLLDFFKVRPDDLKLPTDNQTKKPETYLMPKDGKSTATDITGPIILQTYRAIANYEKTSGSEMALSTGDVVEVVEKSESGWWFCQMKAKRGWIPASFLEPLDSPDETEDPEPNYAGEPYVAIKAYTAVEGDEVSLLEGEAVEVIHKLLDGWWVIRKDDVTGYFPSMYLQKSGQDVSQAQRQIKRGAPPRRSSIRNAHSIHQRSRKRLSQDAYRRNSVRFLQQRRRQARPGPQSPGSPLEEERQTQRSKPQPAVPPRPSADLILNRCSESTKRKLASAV
TRPN1 ag: zebrafish TRPN1 (NompC) channel agonism. HEK293 zebrafish TRPN1-YFP, Fluo-8 calcium fluorescence; 100% = response to 87 µM carbachol. activation, % at 3 µM. AID 1424. hit rate 0.18% among 220,000;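 active means activation above its plate's cutoff, the mean activation of test wells on that plate plus 3 SD, cut at about 19% in these data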;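 further: 0% = DMSO alone and 100% = 87 µM carbachol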
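Assay system: Zebrafish TRPN1-YFP in HEK293 cells | Incubation: Dye loading 1 h at 37 °C, then 30 min room temperature | Measured by: Kinetic Fluo-8 fluorescence, ex 470-495, em 515-575 nm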
TRPML3 agonist: activates the human TRPML3 channel. Q8TDD5. HEK293 TRPML3-YFP, Fluo-8 calcium fluorescence; 100% = the carbachol control signal. activation, % at 3 µM. hit rate 0.29% among 220,000;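 active means activation above its plate's cutoff, the mean activation of the plate's test wells plus 3 SD, cut at about 12% in these data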;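 further: 0% = DMSO only wells and 100% = carbachol wells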
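Test system: TRPML3-YFP stable HEK293 cells. Doses: single point at 3 µM. Incubation: dye loading 1 h 37 °C then 30 min ambient, 125 s read. Signal: Fluo-8 calcium dye fluorescence, ex 470-495, em 515-575 nm. Measure: percent activation from peak-to-basal fluorescence ratio, scaled between DMSO and carbachol.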
PPC-1+TRAIL kill: kills PPC-1 cancer cells in the presence of TRAIL. hit rate 0.41% among 220,000. PPC-1 cells + TRAIL, ATPLite viability luminescence. AID 1443. cell killing (% activity), % at 4 µM;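 active means cell killing above 50% in the first pass at 4 µM, then a duplicate retest at 5 µM averaging 50% or more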;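 further: plate controls were cells with TRAIL plus DMSO for no effect and medium-only wells lacking cells for full effect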
EBV gp42 inh: EBV gp42 inhibition. Q1HVG2. Fluorescence polarization binding assay, mP read-out. inhibition, % (tested at 21.74 µM). hit rate 0.42% among 220,000. AID 1085; in the data active means inhibition above about 50%
Mdm2 ligase inh: Mdm2 E3 ligase (human) inhibition | cell-based MDM2 ubiquitination luciferase reporter, 2 h; 0 = plate control, 100 = twice control, blank-subtracted | hit rate 0.11% among 210,000 | AID 1230 | Q00987 | signal enhancement, % at 5 µM;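 active means signal enhancement of 30% or more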;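 further: luminescence tracks abundance of the self-degrading MDM2-luciferase fusion protein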
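Assay system: mammalian cells stably expressing self-ubiquitinating, self-degrading MDM2 E3–luciferase fusion. Quantity: 2000 cells in each well. Medium: DMEM culture medium. Compound dosing: single-point 5 µM. Timing: cell settling 4 h, compound treatment 2 h, both 37 °C. Technique: luciferase luminescence. Read-out basis: percent signal gain over controls, blank-subtracted. Benchmarks: plate controls and plate blanks.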
TNF necrop inh: TNF-alpha cell death inhibition in Jurkat FADD-/- cells. Jurkat FADD-/- TNF necroptosis rescue, ATP luminescence, 24 h; 0 = TNF only, 100 = no-TNF cells. activation (protection from cell death), % at 10 µM. hit rate 0.068% among 220,000. AID 463075;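 active means activation, meaning protection from cell death, of at least 50% relative to plate controls; inactive means activation below 50%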;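 further: necroptosis triggered by 40 ng/mL TNF-alpha added together with compound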
CHOP inh: blocks CHOP induction under ER stress; AID 2732; inhibition, % at 10 µM; CHO-K1 CHOP-promoter luciferase, tunicamycin-induced, 15-18 h; hit rate 3.8% among 220,000;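 active means compounds that reduced the stress-induced luciferase reporter signal by more than about 70% of percent inhibition, limit read from the data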;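 further: 0% = tunicamycin plus vehicle and 100% = wells without tunicamycin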
Runt-SMMHC FRET: Runt domain-CBFb-SMMHC interaction inhibition; hit rate 0.74% among 220,000; inhibition, % at 20 µM; Cerulean-Runt/Venus-CBFb-SMMHC FRET ratio 530/480, 1 h; Q01196+Q13951;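 active means mean inhibition across duplicate retests at 20 µM reaching about 50%, limit read from the data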;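 further: 0% = DMSO wells and 100% = wells with excess untagged CBFb-SMMHC; inhibitors lower the FRET ratio by blocking Runt binding to CBFb-SMMHC; some results filed as inactive read as strong as hits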
Target sequence (Q01196 whole entry, looked up, the tested form may be a part): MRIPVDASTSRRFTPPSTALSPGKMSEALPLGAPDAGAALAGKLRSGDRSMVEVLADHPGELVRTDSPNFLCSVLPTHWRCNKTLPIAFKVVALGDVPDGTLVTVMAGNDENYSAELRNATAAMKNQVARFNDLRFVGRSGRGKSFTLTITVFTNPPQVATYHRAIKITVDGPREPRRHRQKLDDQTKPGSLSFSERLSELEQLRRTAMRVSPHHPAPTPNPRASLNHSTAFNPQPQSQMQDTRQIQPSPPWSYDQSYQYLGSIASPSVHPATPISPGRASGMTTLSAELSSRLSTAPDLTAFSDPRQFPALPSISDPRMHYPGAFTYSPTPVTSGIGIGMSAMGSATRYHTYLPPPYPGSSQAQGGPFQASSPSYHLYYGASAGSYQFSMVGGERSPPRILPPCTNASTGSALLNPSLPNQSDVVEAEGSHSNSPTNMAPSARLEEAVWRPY
Target sequence (Q13951 whole entry, looked up, the tested form may be a part): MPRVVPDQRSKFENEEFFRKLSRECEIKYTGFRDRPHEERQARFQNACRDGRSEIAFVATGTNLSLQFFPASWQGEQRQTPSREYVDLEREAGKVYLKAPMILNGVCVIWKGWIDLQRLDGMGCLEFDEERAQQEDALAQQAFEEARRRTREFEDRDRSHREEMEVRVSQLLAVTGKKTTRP
* hit, by the source's call; · = no result given.

#1 O=C(O)c1ccc2ncc(NC(=O)c3ccc(F)cc3)c(=O)n2c1
#2 COc1ccc(-n2c(SCC(=O)c3ccc[nH]3)nnc2-c2ccccc2)cc1
#3 CCOC(=O)/C(C#N)=C\c1ccc(CC)s1
#4 O=[N+]([O-])c1ccc(C[n+]2cc(-c3ccccc3)n3c2CCCCC3)cc1
#5 Cc1ccc(CNS(=O)(=O)c2ccc(C(F)(F)F)cc2)n1C
#6 c1ccc2c(c1)nnn2Cc1nnc2sc(-c3ccncc3)nn12
#7 Cc1nc(Sc2ccc(Cl)cc2)c(C#N)c(C)c1[N+](=O)[O-]
#8 CCN(CC(=O)NCc1ccc(Cl)cc1)C(=O)/C=C/c1ccco1
#9 CCOC(=O)CCC(NC(=O)CCCCCCCCC(=O)NC(CCC(=O)OCC)C(=O)OCC)C(=O)OCC (centres undefined)
#10 Cc1ccc(C(=O)COC(=O)CCC(=O)Nc2ccccc2Cl)cc1[N+](=O)[O-]
assay / entry | 1 | 2 | 3 | 4 | 5 | 6 | 7 | 8 | 9 | 10
NCF1 inh | -7 | -23 | -12 | -7 | -6 | -9 | -8 | 0 | -7 | 15
TRPN1 ag | 0.7 | -1.3 | 0.2 | -0.8 | -2.5 | -0.3 | -0.8 | -1.5 | 1.1 | -1.4
TRPML3 agonist | 0.8 | -0.6 | 0.0 | 0.4 | -0.4 | 0.1 | 0.3 | -0.8 | 0.4 | -0.3
PPC-1+TRAIL kill | 19 | 11 | 21 | -2 | 3 | -3 | 14 | 6 | 26 | -12
EBV gp42 inh | -18 | -18 | -12 | 2 | -7 | -19 | -5 | -5 | -10 | -10
Mdm2 ligase inh | -27 | 8 | -1 | -24 | -11 | · | -19 | -3 | -8 | -21
TNF necrop inh | -0.5 | 1.1 | -2.7 | 0.0 | 2.5 | -0.8 | 0.4 | -1.9 | 1.4 | 1.1
CHOP inh | 6 | -13 | -23 | 11 | 22 | 17 | 17 | 10 | 37 | 35
Runt-SMMHC FRET | 3 | -5 | -7 | -4 | 1 | 0 | 0 | 1 | -3 | 3

Arranged by count of non-hydrogen atoms (low to high): 4 of the compounds above
#3 CCOC(=O)/C(C#N)=C\c1ccc(CC)s1
#8 CCN(CC(=O)NCc1ccc(Cl)cc1)C(=O)/C=C/c1ccco1
#2 COc1ccc(-n2c(SCC(=O)c3ccc[nH]3)nnc2-c2ccccc2)cc1
#9 CCOC(=O)CCC(NC(=O)CCCCCCCCC(=O)NC(CCC(=O)OCC)C(=O)OCC)C(=O)OCC (centres undefined)
assay / entry | 3 | 8 | 2 | 9
NCF1 inh | -12 | 0 | -23 | -7
TRPN1 ag | 0.2 | -1.5 | -1.3 | 1.1
TRPML3 agonist | 0.0 | -0.8 | -0.6 | 0.4
PPC-1+TRAIL kill | 21 | 6 | 11 | 26
EBV gp42 inh | -12 | -5 | -18 | -10
Mdm2 ligase inh | -1 | -3 | 8 | -8
TNF necrop inh | -2.7 | -1.9 | 1.1 | 1.4
CHOP inh | -23 | 10 | -13 | 37
Runt-SMMHC FRET | -7 | 1 | -5 | -3

The listing continues:
#11 Cn1c(=O)c2c(nc(SCC(=O)c3cccs3)n2Cc2ccc(F)cc2)n(C)c1=O
#12 Cc1cc(C)cc(NC(=O)c2ccc(S(=O)(=O)C(F)F)cc2)c1
#13 CC(C)(C)NC(=O)C(=O)NCc1ccncc1
#14 Cc1cc(Br)c(NC(=O)c2c(-c3c(Cl)cccc3Cl)noc2C)c(Br)c1
#15 Cc1cccc2cc(/C=N/Nc3ccc(C(=O)O)cc3)c(Cl)nc12
#16 Cc1ccc(C(=O)Oc2ccccc2N2C(=O)C3C4CCC(C4)C3C2=O)cc1 (centres undefined)
#17 CCC(=O)Oc1ccc(C(=O)Nc2c[nH]c(=O)[nH]c2=O)cc1
#18 CCOc1ccc(C(C)=O)cc1N1C(=O)C2C3C=CC(C3)C2C1=O (centres undefined)
#19 COc1ccc2c(c1OC)C(=O)N(c1ccc(C)cc1)C2
#20 O=C(NCc1csc(-c2cccs2)n1)c1cccc(Cl)c1
assay / entry | 11 | 12 | 13 | 14 | 15 | 16 | 17 | 18 | 19 | 20
NCF1 inh | -4 | -7 | -7 | -5 | -9 | -13 | 6 | -4 | 1 | -3
TRPN1 ag | -0.5 | -2.7 | -1.2 | -0.2 | -1.0 | 0.2 | 2.8 | 0.2 | -2.7 | -0.5
TRPML3 agonist | 1.3 | -1.4 | 0.5 | -0.4 | 0.0 | 0.0 | 1.0 | 0.5 | -1.2 | 1.1
PPC-1+TRAIL kill | -8 | 12 | -16 | -4 | 10 | 7 | 12 | -5 | 37 | -2
EBV gp42 inh | 1 | -35 | -16 | -9 | -11 | -14 | -19 | -5 | -18 | -9
Mdm2 ligase inh | 13 | -9 | -7 | -5 | 3 | -11 | 7 | 4 | -37 | -2
TNF necrop inh | -2.9 | 6.1 | 1.4 | 6.4 | 1.7 | 0.6 | 1.9 | -0.1 | -2.3 | 3.8
CHOP inh | 51 | 14 | -4 | -5 | -14 | 1 | 6 | 19 | -7 | 28
Runt-SMMHC FRET | -4 | 2 | 3 | -2 | 52 | -2 | -8 | 2 | -5 | -5

#21 S=c1[nH]nc(-c2ccccc2)n1Cc1ccccc1
#22 CC(=O)c1cccc(NC(=O)c2ccc(C(=O)Nc3cccc(C(C)=O)c3)nc2)c1
#23 Cn1c(SCC(=O)c2c(N)n(C)c(=O)n(C)c2=O)nnc1-c1ccccc1
#24 OC(CNCCCN1CCCCC1)COc1ccccc1 (centres undefined)
#25 O=C1CCCC2=C1C(c1ccsc1)CC(=O)N2c1ccccc1F (centres undefined)
#26 C=CCn1c(SCC#N)nc2sc(CC)cc2c1=O
#27 COc1ccc(CN=C2NN=C(c3ccc(Cl)cc3)CS2)cc1
#28 CCCCCC1CC(CC(C)C(=O)Nc2nncs2)C(=O)O1 (centres undefined)
#29 O=C1C2C3C=CC(C3)C2C(=O)N1CCN1CCN(S(=O)(=O)c2ccc3ccccc3c2)CC1 (centres undefined)
#30 CC1CCN(C(=O)Nc2cccc(NC(=O)N3CCC(C)CC3)c2)CC1
assay / entry | 21 | 22 | 23 | 24 | 25 | 26 | 27 | 28 | 29 | 30
NCF1 inh | -5 | -18 | -5 | -1 | -4 | 0 | -6 | -11 | 2 | -5
TRPN1 ag | -1.5 | -0.4 | 1.7 | 0.8 | -2.2 | -1.7 | -0.6 | -1.6 | 0.4 | -2.8
TRPML3 agonist | 0.2 | 0.7 | 0.7 | 0.4 | 0.4 | -0.6 | -0.2 | -0.3 | 1.6 | 0.0
PPC-1+TRAIL kill | 1 | 4 | 18 | -7 | -12 | 28 | 16 | 37 | -9 | 16
EBV gp42 inh | -26 | -5 | 4 | -6 | -13 | -7 | -13 | -12 | 5 | -2
Mdm2 ligase inh | 11 | -8 | -3 | -8 | -12 | 4 | -10 | -11 | -33 | 12
TNF necrop inh | 0.3 | 0.9 | 1.2 | 1.1 | 1.0 | -1.8 | 3.1 | -1.6 | -2.0 | -3.9
CHOP inh | 8 | -14 | 10 | 10 | -11 | 23 | -15 | 42 | 34 | 55
Runt-SMMHC FRET | 10 | 1 | -9 | 3 | -1 | -1 | 3 | 2 | -5 | 3

#31 Nc1ccc(Br)cc1Br
#32 Cc1cccc(CSc2ncccc2C(=O)O)c1
#33 Cc1cccc(Cc2nnc(CCC(=O)N(C)Cc3ccncc3C)o2)c1
#34 O=C(COC(=O)CCC(=O)Nc1nccs1)NCc1ccco1
#35 Cc1nc(-c2ccccc2)sc1-c1ccn[nH]1
#36 O=C(Nc1ccc(F)cc1)N1CCCN(c2nccc(C(F)(F)F)n2)CC1
#37 Cc1cccc(NCc2ccccc2O)c1C
#38 CSc1nc(N)nc(SCC(=O)Nc2ccc(Cl)cc2)c1C#N
#39 C=CCn1c(SCc2cccc3ccccc23)nnc1-c1cccnc1
#40 O=C(CN1N=C(c2ccc(Cl)cc2)CCC1=O)NCc1cccnc1
assay / entry | 31 | 32 | 33 | 34 | 35 | 36 | 37 | 38 | 39 | 40
NCF1 inh | 6 | -1 | -1 | -14 | -4 | -1 | -3 | -13 | -4 | -11
TRPN1 ag | 0.1 | -0.7 | 0.9 | -0.9 | 0.7 | 3.3 | -0.8 | 1.7 | 1.6 | 1.4
TRPML3 agonist | 0.6 | 0.3 | 0.3 | 0.4 | 1.1 | 0.2 | -0.4 | 0.7 | 0.1 | 0.1
PPC-1+TRAIL kill | 14 | 54* | 8 | 4 | 27 | 17 | 12 | 7 | -33 | 6
EBV gp42 inh | -19 | 3 | -15 | -20 | -5 | -2 | 3 | -1 | -8 | 5
Mdm2 ligase inh | · | -13 | -3 | -30 | -24 | -18 | 2 | -9 | -16 | ·
TNF necrop inh | -7.3 | 1.4 | 1.1 | -2.3 | 9.9 | 1.3 | -6.5 | 1.8 | -1.8 | 1.9
CHOP inh | 12 | 11 | -17 | 0 | 19 | 10 | 14 | 10 | 23 | -2
Runt-SMMHC FRET | -1 | 0 | -11 | 0 | 4 | -2 | 0 | -2 | 2 | 1

#41 O=C(O)Cn1nc(C(F)(F)F)c2c1CCC2
#42 O=c1cc(-c2ccccc2Cl)oc2c(Br)ccc(O)c12
#43 CCN(CC)S(=O)(=O)c1csc(C(=O)NCc2ccccc2)c1
#44 CC1(C)Cc2c(sc3nc(SCC(=O)NCc4ccccc4)n(-c4ccccc4)c(=O)c23)CS1
#45 CCOC(=O)c1ccc(NS(=O)(=O)c2ccc(Cl)nc2)cc1
#46 CCCOC(=O)C(C)Sc1n[nH]c(=O)[nH]c1=O (centres undefined)
#47 OCCN1CCN(CCOc2ccccc2-c2ccccc2)CC1
#48 CCOC(=O)c1c(C)nc(C)c(C(=O)OCC)c1-c1ccco1
#49 Cc1c(NC(=O)C(C)OC(=O)c2ccc([N+](=O)[O-])s2)c(=O)n(-c2ccccc2)n1C (centres undefined)
assay / entry | 41 | 42 | 43 | 44 | 45 | 46 | 47 | 48 | 49
NCF1 inh | -8 | -8 | -9 | -11 | 4 | 0 | 2 | -10 | -3
TRPN1 ag | 1.4 | 1.1 | 1.6 | 0.9 | -2.6 | 0.2 | -1.6 | -1.7 | -0.4
TRPML3 agonist | 1.1 | -0.2 | -0.4 | 0.1 | -0.1 | 0.5 | 0.9 | 0.3 | 0.4
PPC-1+TRAIL kill | -19 | 5 | 22 | 0 | 3 | -11 | -2 | -3 | -5
EBV gp42 inh | -12 | -16 | -8 | -12 | -14 | -2 | -4 | 3 | -8
Mdm2 ligase inh | 3 | · | -13 | -5 | -16 | -14 | 10 | -8 | -20
TNF necrop inh | -1.7 | 0.5 | 1.6 | 1.0 | -0.1 | 0.6 | 1.5 | 1.4 | -0.6
CHOP inh | 17 | -2 | 9 | 10 | 3 | -4 | 23 | 6 | -29
Runt-SMMHC FRET | -2 | -4 | -1 | 3 | 0 | -1 | -5 | -2 | -1
